PriA SSB inh = inhibitors of Klebsiella pneumoniae PriA binding to SSB C-terminal tail | AlphaScreen SSBct-PriA binding, biotinylated peptide | inhibition, % at 33 µM | actives 0.6% (n = 430,000) | AID 1272365; in the data active = inhibition mostly above about 37%, no sharp cut-off; inactive = mostly below about 20%;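 also: plate controls were negative control peptide for no effect and reference peptide for full effect; strong numbers were not always called active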
The depositor's hits bear a star; & = joins results of further samples. These rows are one share of the data. The share of hits here may be higher or lower than overall.

SMILES	PriA SSB inh
Cc1cc(C)n(CCNS(=O)(=O)CCc2ccccc2)n1	2.0
O=C(c1cc(=O)c2ccccc2o1)N1CCN(c2ncnc3c2nnn3Cc2ccccc2)CC1	2.0
CNC(=O)CSc1ncc(CO)n1Cc1ccccc1	-10.0
COc1ccc(Nc2ncnc3c2cnn3-c2ccc(Cl)c(Cl)c2)cc1Cl	4.0
COCCN1CCC(CNS(=O)(=O)c2cc(F)ccc2F)CC1	-20.0
O=C(Nc1ccc(N2CCCS2(=O)=O)cc1)C(=O)Nc1nc2ccccc2s1	-14.0
Cc1c(C(=O)OCc2ccccc2Cl)nnn1-c1ccc(F)cc1	-30.0
O=C(OCc1cc(-c2cccs2)on1)c1cccs1	-72.0
O=C(COc1ccccc1)NCc1cc(-c2ccccc2)on1	-3.0
Cc1ccc(Cn2c(CO)cnc2SCC(=O)Nc2nccs2)cc1	3.0
COc1ccc(-c2nnc(NC(=O)c3cccc(C(F)(F)F)c3)o2)cc1	-6.0
Cc1cc(C)c(S(=O)(=O)Nc2ccc3oc4c(c3c2)CCCC4)cc1C	7.0
COc1ccc(CCS(=O)(=O)NCc2ccc([C@H](O)c3ccccc3)s2)cc1	-4.0
CCOC(=O)C(=O)C(C#N)c1ccccc1 (configuration not stated)	3.0
Cc1cc(F)ccc1S(=O)(=O)N1CCc2ncncc2C1	3.0

3 entries from above in another layout.
O=C(COc1ccccc1)NCc1cc(-c2ccccc2)on1
  PriA SSB inh: -3.0

Cc1ccc(Cn2c(CO)cnc2SCC(=O)Nc2nccs2)cc1
  PriA SSB inh: 3.0

COc1ccc(-c2nnc(NC(=O)c3cccc(C(F)(F)F)c3)o2)cc1
  PriA SSB inh: -6.0

Other entries
SMILES	PriA SSB inh
COc1ccc(CC(=O)NCCNc2ccc(-n3cccc3)nn2)cc1	1.0
O=C(CSc1ccc(N2CCN(c3cccc(C(F)(F)F)c3)CC2)nn1)N1CCCCC1	-3.0
O=c1ccc2c([nH]1)CCN(S(=O)(=O)c1cccs1)C2	12.0
O=C(c1ccco1)c1ccc(CNC(=O)c2ccccc2C(F)(F)F)s1	3.0
COc1ccc(CNC23CC4CC(CC(C4)C2)C3)cc1	1.0
Cc1cc(C)n(-c2nc(CCNS(=O)(=O)c3ccc4c(c3)CCCC4)cs2)n1	-10.0
Nc1c(C(=O)N2CCOCC2)sc2nc(-c3ccccc3)cc(-c3ccccc3)c12	9.0
COc1cc(C(=O)ON=C2CCCc3c2ccc(OC)c3[N+](=O)[O-])cc(OC)c1OC	-2.1
CCOc1cccc2sc(N(Cc3ccccn3)C(=O)CCS(=O)(=O)Cc3ccccc3)nc12	-6.0
O=C(Cc1cccs1)NCc1nnnn1C1CCCCC1	4.0
CC(=O)Nc1ccccc1NC(=O)CC(C)=NNC(=O)C(=O)N1CCCCC1	-9.6
Cn1nc(CNC(=O)Nc2ccccc2Cl)cc1-c1ccccn1	3.0
O=S(=O)(CCC(F)(F)F)NCc1cccnc1-c1cccs1	3.0
CCOc1ccccc1C1CC(c2ccccc2NS(C)(=O)=O)=NN1C(=O)c1cccs1 (configuration not stated)	5.0
Cc1cc(NC(=O)Cn2nc3ccc(C(=O)NCc4ccccc4)cn3c2=O)ccc1Br	-3.0
O=C(N/N=C\c1ccccc1)c1ccccc1Cl	7.0
COC(=O)c1ccc(C2c3c(oc4ccc(Cl)cc4c3=O)C(=O)N2c2ccccn2)cc1 (configuration not stated)	-10.0
O=C(c1cc(C2CC2)on1)N1CCc2ncncc2C1	4.0
O=C(CS(=O)(=O)c1cn(Cc2ccccc2Cl)c2ccccc12)Nc1ccccc1F	1.0
CCCN(CCC)C(=O)Cc1csc(NC(=O)Nc2ccccc2)n1	4.0
O=C(C1COc2ccccc2O1)N1C2C=CCC1CC2 (configuration not stated)	-5.0
COC(=O)c1cc(OCC(=O)Nc2ccccc2C(F)(F)F)c2cc(F)ccc2n1	-17.0
Cc1ccc(NC(=O)CSc2nccn3nc(-c4ccc(F)cc4)cc23)cc1Cl	-12.0
O=c1ccc(-c2ccco2)nn1CCCNS(=O)(=O)c1ccc(OC(F)(F)F)cc1	-7.0&2.0
O=C(COc1cccc2ccc(N3CCCCC3)nc12)NCCc1ccccc1	1.0
O=[N+]([O-])c1ccc2nc(NCc3ccccn3)sc2c1	31.0
CC(C)(C)c1ccc(C(=O)NCC2CCN(Cc3ccco3)CC2)cc1	-15.0
CCOc1ccc(C=NNC(=S)NC2CC3CC2C2C=CCC32)cc1 (configuration not stated)	4.0
O=C(COc1ccc(Cl)cc1Cl)NCc1cc(-c2cc3ccccc3o2)on1	-5.0
O=C(O)c1ccc(CNC(=O)C(Cl)Cl)cc1	4.0
CCCn1c(=O)c2ccc(C(=O)NC(C)C)cc2n2c(=O)n(CC(=O)Nc3ccc(C)cc3C)nc12	-14.0
CCOC(CNS(=O)(=O)CCNC(=O)c1ccccc1)OCC	-7.0
Cc1ccc(S(=O)(=O)CCC(=O)N(CCN(C)C)c2nc3cc(C)cc(C)c3s2)cc1	8.0
CC(C)C(=NNc1ccccc1[N+](=O)[O-])c1ccccc1	64.3*
CCOc1ccc(C=NNC(=O)c2ccccc2Cl)cc1CN1CC2CC(C1)c1cccc(=O)n1C2 (configuration not stated)	5.9
COc1ccccc1CNC(=O)C1CCN(c2cc(-n3ccc4ccccc43)ncn2)CC1	-9.0
O=S(=O)(c1cccs1)N1CCCC(c2nc(-c3cccc(C(F)(F)F)c3)no2)C1 (configuration not stated)	-19.0
Cc1ccc(NC(=O)C(=O)NC[C@@](O)(c2ccccc2)C2CC2)cc1N1CCCC1=O	-4.0
Oc1ccc2ccccc2c1C=NNc1ccccc1	6.7
O=C(NCc1ccc(Cl)cc1)C(=O)NCC1CCN(c2nc3ccccc3s2)CC1	-8.0
S=c1[nH]nc(COc2ccccc2)o1	-8.0
CCOCC(=O)N1CCN(c2nccn2-c2ccc(C)cc2)CC1	-2.0
C[C@](O)(CNC(=O)c1ccc(Cl)s1)c1cc2ccccc2o1	-13.0
Cc1ccc2c(c1)N(C)C(=O)c1cc(N)ccc1O2	7.0
O[C@H](COCC(c1ccccc1)c1ccccc1)CN1CCN(c2ccc(F)cc2)CC1	24.0
O=C(NCc1ccc(Cl)cc1)NC[C@H]1CCCN1c1ccccc1	20.0
O=C(CNC(=S)N(Cc1cccs1)C1CCCC1)NCc1cccnc1	-1.0
Oc1ccc(C=NNc2cccc3cccnc23)c(O)c1	24.4
COc1ccc(NC(=O)[C@@H]2CSCCC(=O)N2)cc1Cl	-2.0
O=C(CSc1ncnc2c1cnn2-c1ccccc1)NCc1ccc2c(c1)OCO2	-12.0
Cc1ccccc1-c1ccc(N2CCCC(C(=O)Nc3cc(-n4cccn4)ncn3)C2)nn1 (configuration not stated)	6.0
CCCOc1ccc(S(=O)(=O)Nc2ccc3c(c2)OCC(C)(C)C(=O)N3C)cc1	-25.0
CC(=O)CSc1ncnc2ccccc12	-7.0
Cc1nn(C)c(=O)c2c1cnn2C(C)(C)C	-5.0
O=C(c1cccs1)N1N=C(c2ccccc2)CC1c1ccc2nccnc2c1 (configuration not stated)	37.0*
Cc1nn(CC(O)COc2ccc(C(=O)c3ccccc3)cc2)c(C)c1Cl (configuration not stated)	0.0
CCOC(=O)N1CCN(C(=O)CSc2ccc(-c3sc(-c4cccs4)nc3C)nn2)CC1	-5.0
O=S(=O)(c1ccc(F)cc1)N1CCCC(c2nnc(Cc3ccccc3)s2)C1 (configuration not stated)	-9.0
Cn1cc(S(=O)(=O)N2CCCN(C(=O)c3cnn(-c4ccccc4)n3)CC2)cn1	-17.0
CCC(C(=O)NCCC(CCO)c1ccccc1)c1ccccc1 (configuration not stated)	-13.0
Next part:
SMILES	PriA SSB inh
O=c1cc(-c2cc(Br)cc3c2OCOC3)oc2ccccc12	-5.0
O=C(NCc1cc(-c2cccs2)on1)C1CCCCC1	-17.0
COc1ccccc1-c1nnc(NC(=O)c2ccccc2S(C)(=O)=O)o1	-7.0
O=C(NCc1ccccc1)N1CCC(Cn2ccc3ccccc32)CC1	-9.0
O=C(c1ccc([N+](=O)[O-])o1)N1CCN(Cc2nc(-c3ccc(F)cc3)cs2)CC1	11.0*
CCOC(=O)N1CCN(C(=O)CSCC(=O)Nc2nc(-c3ccc4c(c3)OCCO4)cs2)CC1	-12.0
CCC(=NNC(=O)c1cc(C2CC2)[nH]n1)c1ccccc1	-2.7
CCC(NCC(O)Cn1c2ccccc2c2ccccc21)C(=O)O (configuration not stated)	-8.0
O=C(CSc1nnc(-c2ccc3c(c2)OCO3)n1-c1ccccc1)c1ccc(Cl)cc1Cl	-17.0
CCCn1c(=NC(=O)c2ccc(Cl)s2)sc2cccc(OCC)c21	-25.0
COC(=O)C1CC(OC)CN1S(=O)(=O)CCc1ccccc1 (configuration not stated)	-2.0
O=C(NN=Cc1cccc(OC(=O)N2CCOCC2)c1)c1cccs1	-5.5
COC(=O)C1=C(C)Nc2[nH]c(=S)[nH]c(=O)c2C1c1ccc2c(c1)OCO2 (configuration not stated)	-13.0
COc1ccc(N=Nc2sc3nc4c(c(=O)n(C)c(=O)n4C)n3c2O)cc1	-10.0
COc1ccc(C(C)=NNC(=O)c2ccccc2N)cc1	0.2

In the list so far, 2 contain bromine.
SMILES	PriA SSB inh
Cc1cc(NC(=O)Cn2nc3ccc(C(=O)NCc4ccccc4)cn3c2=O)ccc1Br	-3.0
O=c1cc(-c2cc(Br)cc3c2OCOC3)oc2ccccc12	-5.0

The results go on.
SMILES	PriA SSB inh
CCOC(=O)c1ccsc1NC(=O)c1ccc([N+](=O)[O-])cc1	-9.0
CC(C)(Oc1ccc(Cl)cc1)C(=O)NCc1cnn2ccccc12	-7.0
CS(=O)(=O)c1ccc(CC(=O)N(Cc2ccccc2)c2nc3c(F)cccc3s2)cc1	1.0
O=S1(=O)C=CC(N(c2ccc(F)cc2)S(=O)(=O)c2ccccc2)C1 (configuration not stated)	4.0
CCOC(=O)C1=C(C)N=c2sc(=C3C(=O)Nc4ccccc43)c(=O)n2C1c1ccc(C)cc1 (configuration not stated)	23.6
CC(=O)c1ccc(NC(=O)CSc2nnc(NC(=O)c3ccccc3C(F)(F)F)s2)cc1	-1.0
O=C(NN=Cc1cccc2ccccc12)c1cccs1	-12.9
CC(C)(C)c1ccc2c(c1)N(Cc1nc(-c3ccc(Br)cc3)no1)C(=O)CO2	-16.0
C=CCNC(=O)Cn1c(CO)cnc1SCc1ccc(Br)cc1	-8.0
CCNc1nc(NCC)nc(SCC(=O)c2ccc(Cl)cc2)n1	-9.0
COC(=O)c1ccc(NC(=O)c2cnc3ccc(C)cn3c2=O)cc1	4.0
O=C(Nc1cnc2cc(C(F)(F)F)nn2c1)c1nc2ccccc2s1	7.0
COc1cc2c(cc1OC)C(COc1cccc(C(F)(F)F)c1)N(C(=O)c1ccc(S(=O)(=O)N3CCCCC3)cc1)CC2 (configuration not stated)	3.0
COc1ccc(-n2c(SCC(=O)NN=C(C)c3cccnc3)nc3ccccc3c2=O)cc1	-12.3
COc1ccc(N2CCN(S(=O)(=O)c3cccc(Cl)c3)CC2)cc1	-14.0
Cc1ccc(-n2c(O)c(C=NNC(=O)C3COc4ccccc4O3)c3ccccc3c2=O)cc1 (configuration not stated)	-11.8
O=C(CCn1cnc2c([nH]c3ccccc32)c1=O)N1CCN(c2ccc(F)cc2)CC1	6.0
Clc1ccc(CSC2=NCCN2)cc1	-6.0
CC(Sc1nnc(NC(=O)CCc2ccccc2)s1)c1ccccc1 (configuration not stated)	0.0
CC1=NNC(=O)C1CCC(=O)NN=C/C=C/c1ccccc1 (configuration not stated)	-3.5
CN1CCN([C@@H](CNC(=O)C(=O)NCc2ccccc2Cl)c2ccc(F)cc2)CC1	6.0
CCOc1ccc(C(O)=C2C(=O)C(=O)N(CC3CCCO3)C2c2ccc(C)o2)cc1 (configuration not stated)	3.2
COc1cc2c(cc1OC)CN(S(=O)(=O)CCNC(=O)c1cccc(C(F)(F)F)c1)CC2	-14.0
CC(C)N1CCC(CNC(=O)C(C)(C)C)CC1	4.0
Cn1nccc1C(=O)Nc1nc2ccc(S(C)(=O)=O)cc2s1	-3.0
COc1ccc(C=NNC(=S)NC2CCS(=O)(=O)C2)cc1OC (configuration not stated)	-6.3
CCN1CCN(C[C@H](O)COc2cccc3ccccc23)CC1	-7.0
O=C(O)CNC(=O)CC1SC(=NN=C2NC(=O)CS2)NC1=O (configuration not stated)	33.9
CC(=NNc1ccc(C(=O)O)cc1)c1ccc(Br)cc1	6.2
O=C(Cc1csc(Nc2ccccc2)n1)N1CCCC1	1.0

Part of the list above in order of formula weight, lowest first:
SMILES	PriA SSB inh
Cn1nccc1C(=O)Nc1nc2ccc(S(C)(=O)=O)cc2s1	-3.0
CCOc1ccc(C(O)=C2C(=O)C(=O)N(CC3CCCO3)C2c2ccc(C)o2)cc1 (configuration not stated)	3.2
CN1CCN([C@@H](CNC(=O)C(=O)NCc2ccccc2Cl)c2ccc(F)cc2)CC1	6.0

Further structures follow.
SMILES	PriA SSB inh
CCn1c(SCC(=O)Nc2cc(OC)ccc2OC)nnc1-c1cccn(C)c1=O	-12.0
O=C(NCCSc1ncc(-c2ccccc2)[nH]1)C(=O)Nc1ccc(Cl)cc1	-11.0
COc1cc(NS(C)(=O)=O)ccc1N1CCCCC1=O	-4.0
COc1ccc(CCS(=O)(=O)NC[C@](C)(O)c2cc3ccccc3s2)cc1	1.0
COc1ccc(C(C)=NNc2nccnc2Cl)cc1	-14.3
Cc1ccc(OCC(=O)N/N=C\c2ccc(OC(=O)c3ccccc3)cc2)cc1	-2.0
O=C(c1ccccc1F)N1CCC(Oc2ncccc2Cl)CC1	-3.0
O=C(NCC1CCCN1c1ccccc1)c1nc2ccccc2s1 (configuration not stated)	-9.0
Cc1cc(C)n(C(C)CNC(=O)c2cccs2)n1 (configuration not stated)	2.0
CC(C)(NO)C(=NO)c1ccccc1	-11.2
